Screening results from PubChem.
TTR transcr act = TTR transcription activators in neuroblastoma reporter cells, primary screen, cell-based, luminescence, SH-SY5Y, TTR promoter Gaussia luciferase; 100% = recombinant luciferase protein wells; 1.3% of 92,000 active; AID 1117267, 2014; activation, % at 16.7 µM;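 active = activation above the mean of all tested compounds plus 3 SD, cut at about 9.5% in these data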;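 also: cells exposed to compounds for one day before reading; 0% = median of all test compound wells on the plate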
Numbers without * were called inactive; & = joins results of further samples. The list is partial; rates above refer to the full screens.

TTR transcr act | molecule
1.1 | CC1CCCCN1S(=O)(=O)c1ccc2[nH]c(=O)cc(C(=O)NCCCN3CCCCCC3)c2c1 (configuration not stated)
-0.7 | Cc1cc(F)ccc1S(=O)(=O)Nc1ccccc1C(=O)NCc1ccccn1
-2.1 | CN1CCN(c2ccc([N+](=O)[O-])cc2C(=O)c2ccccc2)CC1
-1.3 | CCOc1ccc(C2/C(=C(\O)c3ccc4c(c3)OCCO4)C(=O)C(=O)N2CCCn2ccnc2)cc1OC (configuration not stated)
3.1 | O=C(Nc1nnc(-c2ccco2)o1)c1cccc(N2C(=O)CCC2=O)c1
0.9 | COc1ccc(N2CCN(C(=O)CCS(=O)(=O)c3ccc4c(c3)CCN4C(=O)C3CC3)CC2)cc1
3.6 | [O-][N+]12CCCCC1CCCC2CO (configuration not stated)
-0.7 | CC(=O)c1cccc(NC(=O)COC(=O)C2CCCN2C(=O)c2cccs2)c1 (configuration not stated)
-0.8 | CC(C)N(C(=O)[C@H]1C[C@H](CC(=O)NCCC2=CCCCC2)C(=O)N2CCc3c([nH]c4cc(CCC(=O)N(C)C)ccc34)[C@]12C)C(C)C
4.2 | CCC(=O)NCCCc1nc(-c2ccccc2)no1
-0.2 | CC1(C)CC(=O)C(C=Nc2ccc(O)cc2)=C(O)C1
-2.6 | Cc1ccc(S(=O)(=O)Nc2ccc3c(c2)C(=O)N([C@H](C)CO)C[C@H](C)[C@@H](CN(C)Cc2ccccc2)O3)cc1
-1.4 | C/C(=N\O)c1cc(Cl)cc(Cl)c1O
-0.9 | O=C(NC1CCN(C(=O)Nc2cccc(Cl)c2)CC1)C1CCCCC1
-1.7 | Cn1nc(C(C)(C)C)cc1C(=O)NNC(=O)c1cccc(Cl)c1
-0.8 | O=C(CCl)Nc1ccccc1C(=O)NCc1ccccc1
4.0 | COc1ccc(NC(=O)C2Cc3c(-c4cccc(F)c4)ccnc3O2)cn1 (configuration not stated)
1.3 | CCN1C(=O)/C(=C\N(C)C)c2ccccc21
-0.1 | CC(=O)Nc1ccc(NC(=O)C(C)OC(=O)c2ccccc2C(=O)c2ccc(Cl)c([N+](=O)[O-])c2)cc1 (configuration not stated)
1.0 | O=C(Cn1nnc2ccccc21)NNC(=S)NC1CCCCC1
-1.9 | CN(C)c1ccc(-c2ccc([C@H]3[C@@H]4C=CCC[C@@]4(C)C(=O)N3Cc3ccccc3)c(F)c2)cc1
-1.0 | COCC(=O)Nc1cc(C(=O)OC)cc(C(=O)OC)c1
1.8 | CCCn1c(SCC(=O)N2CC(=O)Nc3ccccc32)n[nH]c1=O
0.1 | O=C(c1cncc(Br)c1)N1CCN(S(=O)(=O)c2ccc3ccccc3c2)CC1
4.5 | COC(=O)Cc1ccc(NC(=S)N2CCCCC2C)cc1 (configuration not stated)
-0.7 | CC1Cc2cc(/C(O)=C3/C(=O)C(=O)N(CCCn4ccnc4)C3c3ccncc3)ccc2O1 (configuration not stated)
-5.1 | N#C/C(=C(/O)COC(=O)COc1ccc(Cl)cc1)c1nc2ccccc2[nH]1
-1.3 | CC(C)CC(c1nnnn1C(C)C)N1CCN(C(=O)c2ccco2)CC1 (configuration not stated)
3.8 | C[C@H](NC(=O)c1nc[nH]c1C(=O)NCc1ccccc1)C(=O)OCc1ccccc1
-1.6 | CC(=O)c1c(C(C)=O)c(C)n(-c2cccc3cccnc23)c1C
-1.8 | CCOC(=O)[C@@H]1[C@H]2COc3ccccc3[C@@H]2N2C(=O)N(c3ccc(C)cc3)C(=O)[C@@]12C
7.1 | COC(=O)C1=C(C)Nc2ncnn2C1c1ccco1 (configuration not stated)
0.3 | C=CCn1c(SCC(=O)c2c(N)n(C3CC3)c(=O)[nH]c2=O)nnc1-c1ccc(OC)cc1
0.4 | COCCN(Cc1nc2ccccc2c(=O)[nH]1)C(=O)COc1ccccc1-c1ccccc1
-2.1 | COc1ccc(/C=N/NC(=O)c2nonc2C)cc1
-5.3&-8.2 | CCN1CCN(Cc2ccc(NC(=O)c3ccc(C)c(NC(=O)C(=O)c4c[nH]c5ccccc45)c3)cc2C(F)(F)F)CC1
0.7 | Cc1noc(C)c1S(=O)(=O)N(C)C[C@H]1Oc2c(NC(=O)Nc3ccc4c(c3)OCO4)cccc2C(=O)N([C@H](C)CO)C[C@@H]1C
-1.5 | Clc1cccc(N2CCN(c3ncnc4nc[nH]c34)CC2)c1
-1.4 | COCCNC(=O)c1ccc2c(c1)S(=O)(=O)c1ccccc1C2=O
-0.9 | C1=C(CCNc2ncnc3nc[nH]c23)CCCC1
-0.9 | O=C(Nc1ccc(Cl)cn1)c1cnn2cccnc12
1.6 | O=C1Cc2cc(S(=O)(=O)N3CCN(c4ccc(O)cc4)CC3)ccc2N1
-1.1 | O=C(CNC(=O)C12CC3CC(CC(C3)C1)C2)OCc1ccc(F)cc1Cl
-2.1 | O=C(/C=C/c1cccc([N+](=O)[O-])c1)Nc1cccc(NC(=O)c2ccco2)c1
0.1 | COc1ccc(NC(=S)N2CCN(C(=O)c3ccco3)CC2)c(OC)c1

Not a retest: four of the compounds above.
TTR transcr act | molecule
-1.4 | C/C(=N\O)c1cc(Cl)cc(Cl)c1O
-0.9 | O=C(NC1CCN(C(=O)Nc2cccc(Cl)c2)CC1)C1CCCCC1
-1.7 | Cn1nc(C(C)(C)C)cc1C(=O)NNC(=O)c1cccc(Cl)c1
-0.8 | O=C(CCl)Nc1ccccc1C(=O)NCc1ccccc1

Next section.
TTR transcr act | molecule
-0.2 | CC1=[N+](C)N(c2ccccc2)C(=O)C1N=C/C=C/c1ccccc1 (configuration not stated)
0.4 | Cc1ccccc1N=Nc1c(O)[nH]c2ccccc12
-1.8 | COC(=O)c1ccc(COc2cccc(OC)c2)o1
-2.5 | CCn1nc2cc(C(=O)NCC34CC5CC(CC(C5)C3)C4)ccc2c1OC
0.4 | COc1ccc(CN2C(=O)C(CC(C)C)Nc3ncnc(N4CCOCC4)c32)cc1 (configuration not stated)
-0.8 | O=C(NCCCN1CCCC1=O)c1ccc(Cl)c(NS(=O)(=O)c2ccc(F)cc2)c1
-0.1 | Cc1cc(N(C)C)c(C#N)c(NCc2ccccc2)n1
0.6 | CC(Nc1ccccc1)c1cc(Cl)ccc1O (configuration not stated)
3.4 | CCOC(=O)N1CCN(CC(=O)Nc2cccc(Br)c2)CC1
-2.1 | Cc1ccc(S(=O)(=O)N2CCOCC2)cc1C(=O)N1c2ccccc2Sc2ccccc21
1.3 | O=C(Nc1sc2c(c1C(=O)NCC(O)CO)CCCC2)c1ccccc1 (configuration not stated)
4.1 | CC1(NC(=S)Nc2ccc3ccccc3c2)CCS(=O)(=O)C1 (configuration not stated)
-0.5 | O=C(CN1C(=O)COc2ccccc21)Nc1ccccc1F
-1.9 | COc1ccc(-c2ccnc(SCC(=O)c3ccc(Cl)cc3)n2)cc1
-0.1 | c1ccc(Cn2c(-c3ccccc3)nc3nc4ccccc4nc32)cc1
1.4 | Clc1nc(Oc2ccccc2)nc(-c2cn(-c3ccccc3)c3ccccc23)n1
-1.9 | C#Cc1cccc(Nc2nc(NCc3ccccc3)nc3ccsc23)c1
-0.8 | Cc1cc(N2C(=O)C(O)=C(C(=O)c3cccs3)C2c2cccc(Br)c2)no1 (configuration not stated)
0.1 | COc1ccc(N2CC(O)(c3ccc(OC(F)F)cc3)[N+]3=C2CCCC3)cc1 (configuration not stated)
-0.4 | COC[C@H]1CCCN1c1ccc2c(c1)O[C@H](C)CCN(C1CC1)S2(=O)=O
4.6 | CCOC(=O)c1sc(NS(=O)(=O)c2cc(C)ccc2C)nc1C
0.2 | CCOC(=O)CNC(=O)CSc1nnc(CCc2nc3ccccc3[nH]2)n1C
0.0 | Cn1c(SCC(=O)Nc2sccc2C(N)=O)nc2ccccc2c1=O
-0.2 | Cc1ccc(O)c(C2=Nc3ccccc3C2(C)C)c1
3.6 | CCOC(=O)N1CCN(c2c(NCC3CCN(Cc4cccc(C)c4)CC3)c(=O)c2=O)CC1
1.1 | CCc1ccc(Nc2nc(N3CCOCC3)nc(N3CCOCC3)n2)cc1
-1.1 | Fc1ccc(Nc2nc(-c3cccnc3)cs2)cc1
-0.5 | Cc1ccsc1/C=N/NC(=O)Cc1cc(=O)[nH][nH]1
1.5 | CCS(=O)CC(=O)Nc1c(-c2ccccc2)oc2ccccc2c1=O (configuration not stated)
3.5 | N/C(=N\OC(=O)c1cc([N+](=O)[O-])ccc1Cl)c1ccccn1
1.9 | O=C(Nc1ccc(F)cc1)c1ccc(C(=O)N2CCOCC2)cc1
0.2 | CCOC(=O)c1[nH]c2ccccc2c1NC(=O)CC
-1.3 | CCOC(=O)N1CCN(Cc2nc(Cc3cccc(F)c3)no2)CC1
-1.1 | Cc1ccccc1C(=O)Oc1ccccc1C(=O)N1CCOCC1
1.9 | O=C(NCCN1CCOCC1)c1ccc(NC(=O)c2ccc(Br)o2)cc1
-2.3 | CC1CCN(C(=O)C2CCCN(S(=O)(=O)c3ccc4c(c3)CC(C)N4C(=O)C3CC3)C2)CC1 (configuration not stated)
-3.5 | Cc1ccc(-c2ccc(C(=O)NCCCNC(=O)c3cnccn3)o2)cc1Cl
-1.3 | Cc1ccccc1SCc1noc(C(=O)NC(C)C)c1C(=O)O
1.9 | CCc1noc(N)c1C(=O)Nc1ccc(F)c(Cl)c1
1.6 | O=C(COc1cc2oc(=O)c3c(c2cc1Cl)CCC3)NCCCN1CCOCC1
-1.5 | Cc1ccc(S(=O)(=O)N2CCN(CCOc3cccc(C)c3)CC2)cc1
-0.2 | CN(C)c1ccc(/C=C2/NC(=O)NC2=O)cc1
1.8 | COC(=O)c1ccc(CN2C(=O)NC(CC(C)C)C2=O)cc1 (configuration not stated)
4.6 | COC(=O)c1[nH]c2ccccc2c1NC(=O)CN1CCCCCC1
-0.4 | O=C(Nc1nnc(Cc2ccc([N+](=O)[O-])cc2)s1)Nc1ccccc1F

Molecules listed so far that have bromine, in the order listed:
TTR transcr act | molecule
0.1 | O=C(c1cncc(Br)c1)N1CCN(S(=O)(=O)c2ccc3ccccc3c2)CC1
3.4 | CCOC(=O)N1CCN(CC(=O)Nc2cccc(Br)c2)CC1
-0.8 | Cc1cc(N2C(=O)C(O)=C(C(=O)c3cccs3)C2c2cccc(Br)c2)no1 (configuration not stated)
1.9 | O=C(NCCN1CCOCC1)c1ccc(NC(=O)c2ccc(Br)o2)cc1

(next part)
TTR transcr act | molecule
-2.1 | COc1ccc(CCNC(=O)c2cccc3c2C(=O)N(C2CCCCC2)C3)cc1OC
0.2 | Cc1ccc2nc(Cc3ccc(N)cc3)oc2c1
1.9 | Cc1cc(-n2c(C)cc(C(=O)CSc3ccccn3)c2C)no1
3.5 | Cc1ccc(S(=O)(=O)N(C)CC(=O)N2CCCC2)cc1
-0.3 | Cc1[nH]c2ccc(F)cc2c1CCN(Cc1ccco1)C(=S)NC(C)(C)C
1.8 | CCN(CC)S(=O)(=O)c1cccc(-c2n[nH]c(=S)n2CC(C)C)c1
-1.0 | CC(=O)c1ccc(OCC(=O)OCC(=O)Nc2sccc2C(N)=O)cc1
-0.1 | O=C(CSc1nnc2ccccn12)Nc1ncc(Cl)cc1Cl
-0.8 | CCOCCCn1c(=NC(C)=O)c(C#N)cc2c(=O)n3ccccc3nc21
1.2 | C#Cc1cccc(C(=O)NC2CCCN(C3Cc4ccccc4C3)C2)c1 (configuration not stated)
-1.4 | COc1ccc(NC(=O)Nc2ccc(Br)c(C)c2)cc1
-0.1 | COc1cc(OC)cc(C(=O)Nc2ccc(CN3CCCCC3)cc2)c1
13.5* | CCN1C(=O)[C@H]2[C@H]3CN=C(SCC(=O)c4ccccc4)N3[C@@](C)(C(=O)OC)[C@H]2C1=O
0.0 | Cc1nn(CC(=O)Nc2ccc(N(C)C)cc2)c(C)c1[N+](=O)[O-]
-2.4 | Cc1cc(C)c2cc(CN(Cc3cccnc3)C(=O)c3ccc(F)cc3)c(Cl)nc2c1

4 entries from above, ordered by the value under TTR transcr act, descending.
TTR transcr act | molecule
1.9 | Cc1cc(-n2c(C)cc(C(=O)CSc3ccccn3)c2C)no1
0.2 | Cc1ccc2nc(Cc3ccc(N)cc3)oc2c1
-0.1 | O=C(CSc1nnc2ccccn12)Nc1ncc(Cl)cc1Cl
-1.0 | CC(=O)c1ccc(OCC(=O)OCC(=O)Nc2sccc2C(N)=O)cc1

Next compounds
TTR transcr act | molecule
4.0 | Cc1ccc(S(=O)(=O)CC(=O)c2ccc(C)c([N+](=O)[O-])c2)cc1
2.7 | COCCNC(=S)N(CCO)Cc1cc2cc3c(cc2[nH]c1=O)OCO3
1.2 | S=C(c1ccc(-c2ccccc2)cc1)N1CCOCC1
-0.7 | CC(=O)N1CC(C)Sc2ccc(S(=O)(=O)NC3CCCCC3C)cc21 (configuration not stated)
1.0 | CSc1cccc(NC(C)C(=O)NCc2ccccc2)c1 (configuration not stated)
-0.6 | COCCN(C(=O)CSc1nnc2cc(C)c3ccccc3n12)c1c(N)n(Cc2ccccc2)c(=O)[nH]c1=O
0.3 | Cc1c(N(C(=O)c2ccccn2)C2(C(=O)NC3CCCC3)CCCCC2)c(=O)n(-c2ccccc2)n1C
1.2 | Cc1ccc(N2CC(C(=O)Nc3ccc(S(=O)(=O)Nc4ncccn4)cc3)CC2=O)cc1C (configuration not stated)
0.2 | COc1cc(OC)cc(C(=O)N(Cc2ccco2)c2c(N)n(Cc3ccccc3)c(=O)[nH]c2=O)c1
1.7 | O=C(N/N=C/c1cccnc1)c1ccco1
0.5 | COc1cccc(CN2CCN(C3CCN(c4ccccc4C)CC3)CC2CCO)c1 (configuration not stated)
-1.3 | O=C(NCC1CCCO1)C1CCCN(c2ncccn2)C1 (configuration not stated)
2.0 | O=C(COc1ccc(S(=O)(=O)N2CCOCC2)cc1)NC1CC1
3.7 | COc1ccccc1-c1oc2ccccc2c1C#CCCO
-2.8 | O=C(Nc1ccc(F)cc1)N(Cc1nnc2n1CCCCC2)c1ccccc1
-0.4 | COc1ccc(C2c3cc4c(cc3OC(NNC(N)=O)C2C)OCO4)cc1 (configuration not stated)
7.3 | Cn1c(=O)c2c(nc(Cc3ccc(N)cc3)n2C)n(C)c1=O
